Screening data as filed in PubChem BioAssay.
proKLK7 act: activators of human kallikrein-7 zymogen; P49862; hit rate 0.9% among 370,000; activation, % at 7 µM; AID 652039; purified proKLK7, EDANS-DABCYL substrate fluorescence; 100% is mature enzyme control, 0% vehicle;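 active = activation above the mean of all tested compounds plus 3 SD, computed per campaign excluding outliers beyond control limits, cut at about 13% in these data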
Target sequence (P49862 whole entry, looked up): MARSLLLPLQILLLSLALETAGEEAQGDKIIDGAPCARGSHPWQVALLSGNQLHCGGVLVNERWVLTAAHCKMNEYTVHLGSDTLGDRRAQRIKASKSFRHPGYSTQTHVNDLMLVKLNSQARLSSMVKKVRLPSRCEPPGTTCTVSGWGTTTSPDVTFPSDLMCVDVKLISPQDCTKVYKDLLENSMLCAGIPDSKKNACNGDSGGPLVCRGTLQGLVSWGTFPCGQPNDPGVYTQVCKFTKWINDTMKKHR
ARFGAP1 inh: inhibits rat ARF GTPase activating protein 1 | inhibition, % at 16.5 µM | hit rate 0.26% among 360,000 | Arfgap1-stimulated ARF1 GTP hydrolysis, GDP FP detection;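 active = inhibition above a per-plate limit, mean inhibition of low control wells plus 3 SD, cut at about 25% in these data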;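 note: 0% = DMSO wells with enzyme and 100% = wells lacking Arfgap1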
Target sequence (Q62848 1-136 limits assumed): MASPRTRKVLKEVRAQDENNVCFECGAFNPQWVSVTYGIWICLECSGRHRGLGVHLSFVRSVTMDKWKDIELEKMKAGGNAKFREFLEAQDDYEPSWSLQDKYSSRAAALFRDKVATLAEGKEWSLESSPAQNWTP
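Material: rat Arfgap1 catalytic domain, aa 1-136; also added: human ARF1(Δ1-17)-GTP substrate; compound dosing: one concentration, 16.5 µM, DMSO 1.26%; incubation: GTP hydrolysis reaction 2 h at 25 °C; measured by: Tracer-displacement fluorescence polarization with EDTA stop, 620/688 nm; evaluation: % inhibition from polarization; repeats: one replicate per compound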
DDE Tn7 FP inh: DD(E)-Tn7 binding inhibition, primary FP screen. P02675. FP displacement of FITC-Tn7 peptide from fibrin DD(E); 0% = median of compound wells per plate. inhibition, % at 8.3 µM. hit rate 0.13% among 370,000. AID 720508;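 active = inhibition above the mean of compounds falling within the control limits plus 3 SD of them, cut at about 14% in these data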;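 note: 0% = plate median of compound wells and 100% = 10 µM Aha-Tn7 peptide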
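assay system = human clot-derived fibrin DD(E) complex | quantity = Fibrin-DD(E) at 2 µM final | timing = 10 min preincubation, 3 h with tracer, room temperature | signal = fluorescence polarization | measure = percent inhibition | benchmarks = high control wells with 10 µM unlabelled Aha-Tn7 peptide (full inhibition) | replicates = singlicate testing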
TDP2 absorb: TDP2 (human) inhibition, absorbance primary screen | O95551 | recombinant TDP2, T5PNP hydrolysis, p-nitrophenol absorbance 415 nm | inhibition, % at 12.8 µM | hit rate 0.34% among 370,000 | AID 720702;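 active = inhibition above the mean of all tested compounds plus 3 SD, set per campaign, cut at about 25% in these data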;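 note: 0% = DMSO with enzyme and 100% = buffer with substrate but no TDP2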
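Incubation: 2 h at 37 °C; Test system: recombinant human TDP2; Quantity: enzyme 120 nM; Read-out basis: percent inhibition; Medium: 50 mM Tris-HCl pH 7.5 with Mg2+, KCl, DTT, BSA; Repeats: single replicate; Compound: 12.8 µM single point, 1% DMSO; Signal: epi absorbance; Reagent: 5 mM T5PNP chromogenic substrate; Benchmarks: no-enzyme high, DMSO-plus-enzyme low.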
PLCg1 inh: PLC-gamma1 (human) inhibition, primary screen. P19174. purified PLC-gamma1, fluorogenic substrate, fluorescence. inhibition, % at 12.2 µM. hit rate 0.84% among 370,000. AID 720700; in the data active = inhibition above about 9.5%
ADAM17 inh: inhibitors of human ADAM17; P78536; recombinant ADAM17, EDANS/DABCYL FRET peptide cleavage; inhibition, % at 6.95 µM; hit rate 0.83% among 370,000;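 active = inhibition above the mean of compounds lying between control limits plus 3 SD, set per campaign, cut at about 8.5% in these data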;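 note: 0% = DMSO-only wells as the low control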
Target sequence (P78536 215-824 limits assumed): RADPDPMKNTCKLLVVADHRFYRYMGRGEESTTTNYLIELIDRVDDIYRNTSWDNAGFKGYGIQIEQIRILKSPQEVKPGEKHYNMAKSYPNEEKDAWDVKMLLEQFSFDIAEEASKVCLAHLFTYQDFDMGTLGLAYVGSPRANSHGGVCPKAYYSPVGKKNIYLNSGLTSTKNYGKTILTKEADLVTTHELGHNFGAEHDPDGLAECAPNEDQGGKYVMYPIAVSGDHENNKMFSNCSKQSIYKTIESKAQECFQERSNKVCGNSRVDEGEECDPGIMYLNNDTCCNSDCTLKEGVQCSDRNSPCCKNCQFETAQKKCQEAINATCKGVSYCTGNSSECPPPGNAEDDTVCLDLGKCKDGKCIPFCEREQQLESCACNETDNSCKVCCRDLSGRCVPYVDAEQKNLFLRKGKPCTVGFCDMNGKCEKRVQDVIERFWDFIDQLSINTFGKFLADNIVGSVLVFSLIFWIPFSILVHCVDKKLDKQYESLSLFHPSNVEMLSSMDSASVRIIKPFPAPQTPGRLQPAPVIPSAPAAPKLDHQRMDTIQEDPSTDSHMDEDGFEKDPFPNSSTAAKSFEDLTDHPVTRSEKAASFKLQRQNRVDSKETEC
Tn6 DDE FP: inhibitors of Tn6 peptide binding to human fibrin DD(E); hit rate 0.21% among 370,000; Fibrin DD(E) TRITC-Tn6 fluorescence polarization displacement; inhibition, % at 8.3 µM; P02675; AID 720509;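 active = inhibition above a per-campaign cutoff: mean of compounds within control limits plus 3 SD, cut at about 15% in these data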;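 note: 0% = median of all compound wells on the plate and 100% = blocking peptide control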
ADAM10 inh: inhibits human ADAM10; O14672; recombinant ADAM10, EDANS/DABCYL FRET peptide cleavage, 3 h; inhibition, % at 7 µM; hit rate 0.62% among 370,000; AID 720582;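 active = inhibition above a per-campaign cutoff equal to the mean of compounds falling between control-based bounds plus 3 SD, cut at about 20% in these data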;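 note: 0% = DMSO wells while the 100% control is not disclosed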
LEDGF integ inh: blocks HIV-1 LEDGF/p75-dependent DNA integration; TR-FRET IN-LEDGF/p75 DNA integration, Eu/Cy5; hit rate 0.64% among 370,000; AID 743269; inhibition, % at 3.7 µM;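 active = inhibition above the screen-wide mean plus 3 SD, cut at about 13% in these data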;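 note: signal is the Cy5 over europium emission ratio at 671 and 618 nm; 0% = plate median of compound wells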
ASAP1 inh: blocks human ASAP1-stimulated Arf1 GTP hydrolysis; GDP FP detection; inhibition, % at 16.5 µM; hit rate 0.19% among 360,000; in the data active = inhibition above about 25%;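 note: 0% = vehicle with enzyme and substrate and 100% = no enzyme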
Numbers without * were called inactive; i = inactive; · = not tested or not shown.

proKLK7 act	ARFGAP1 inh	DDE Tn7 FP inh	TDP2 absorb	PLCg1 inh	ADAM17 inh	Tn6 DDE FP	ADAM10 inh	LEDGF integ inh	ASAP1 inh	structure
-1.0	0	3	-7	3	0	3	-6	0	-2	O=c1c2c(-c3cccc([N+](=O)[O-])c3)ccnc2[nH]n1-c1ccccc1
-0.3	-3	6	7	-3	-5	3	-8	-3	-3	CCN(CC)c1ccc(S(=O)(=O)N2CCOCC2)cc1NC(=O)C1CC1
0.0	-5	0	-3	-2	-1	-3	-17	3	3	O=C(COC(=O)c1ccc(Cl)nc1)Nc1cc(S(=O)(=O)N2CCOCC2)ccc1Cl
1.3	-2	9	6	-56	-23	0	-56	4	5	CC(=O)Nc1ccc(S(=O)(=O)Nc2nc3ccccc3nc2Sc2nncn2C)cc1
0.1	-4	2	4	0	-3	-12	3	3	6	Cn1c(CN2CCOCC2)nnc1SCC(=O)NCCc1ccccc1
-0.7	-10	0	5	-2	2	3	1	0	-10	COc1cc(C(=O)N/N=C2\CCS(=O)(=O)c3ccc(F)cc32)cc(OC)c1OC
0.1	2	2	-1	-2	-3	2	0	2	2	CCOC(=O)[C@H]1[C@H]2COc3ccc(Cl)cc3[C@@H]2N2C(=O)CN(CC3CCCO3)C(=O)[C@@]12C (stereo partly specified)
0.6	-8	1	14	1	1	0	-6	1	-7	O=C1CNC(=O)N1CC(O)Cn1c2ccccc2c2ccccc21 (stereo unspecified)
0.5	-6	6	1	0	4	-4	-5	3	-5	Cc1cc(OCC(=O)NCCO)cc(C)c1Cl
0.1	3	8	-17	-2	0	2	1	1	2	N#Cc1c(NC(=O)CN2CCN(C(=O)c3ccco3)CC2)sc2c1CCCCC2
-7.8	-7	0	-8	-12	-5	5	-10	0	5	CCCCc1c(C)nn(-c2nnc3c4ccccc4n(C)c3n2)c1C
-1.5	-3	-9	2	-161	-264	-2	i	1	7	COCCNC(=S)N/N=C/c1ccc(N2CCOCC2)cc1
-0.1	9	1	7	1	-7	10	-3	8	4	COc1cc(/C=N/NC(=O)c2cccs2)ccc1O
-0.1	-2	12	0	-14	-5	1	-5	0	-3	COC(=O)Cn1c(=NC(=O)c2ccc(Cl)s2)sc2cc(C)ccc21
-2.3	7	2	0	-155	-59	3	-174	2	-3	CCn1c(SCC(N)=O)nc2sc3c(c2c1=O)CCN(C)C3
0.9	8	3	7	7	-1	-2	1	-1	7	Fc1cccc(Cn2ccc(-c3ccc4c(c3)OCO4)n2)c1
-0.7	4	-3	7	-5	-7	0	2	-6	-5	COc1cc(CN2CCSCC2)c([N+](=O)[O-])cc1OC
0.8	5	-4	5	-11	0	-1	-5	-1	3	CC(=O)N(C)c1ccc(NCc2cc(=O)oc3cc(C)c(O)cc23)cc1
-0.2	-9	4	-6	-48	-67	-9	-210	1	-11	N#Cc1nc(-c2ccco2)oc1NCc1ccc(F)cc1
-0.2	11	9	6	-1	-3	5	7	-4	1	CCOc1ccc(C(=O)NC2CCN(CC(=O)NCc3cccs3)CC2)cc1

Retrieved one by one from the list above:
proKLK7 act	ARFGAP1 inh	DDE Tn7 FP inh	TDP2 absorb	PLCg1 inh	ADAM17 inh	Tn6 DDE FP	ADAM10 inh	LEDGF integ inh	ASAP1 inh	structure
-0.1	9	1	7	1	-7	10	-3	8	4	COc1cc(/C=N/NC(=O)c2cccs2)ccc1O
0.1	2	2	-1	-2	-3	2	0	2	2	CCOC(=O)[C@H]1[C@H]2COc3ccc(Cl)cc3[C@@H]2N2C(=O)CN(CC3CCCO3)C(=O)[C@@]12C (stereo partly specified)
-0.1	-2	12	0	-14	-5	1	-5	0	-3	COC(=O)Cn1c(=NC(=O)c2ccc(Cl)s2)sc2cc(C)ccc21
0.1	-4	2	4	0	-3	-12	3	3	6	Cn1c(CN2CCOCC2)nnc1SCC(=O)NCCc1ccccc1
0.8	5	-4	5	-11	0	-1	-5	-1	3	CC(=O)N(C)c1ccc(NCc2cc(=O)oc3cc(C)c(O)cc23)cc1

Carrying on.
proKLK7 act	ARFGAP1 inh	DDE Tn7 FP inh	TDP2 absorb	PLCg1 inh	ADAM17 inh	Tn6 DDE FP	ADAM10 inh	LEDGF integ inh	ASAP1 inh	structure
-0.7	5	-8	8	-3	-4	0	-2	-2	6	C/C(=N\NC(=O)c1c(C)nc2ccccn12)c1ccc(C(C)(C)C)cc1
1.2	-3	6	-11	0	1	1	-2	1	4	CC(C)CC(NC(N)=O)C(=O)Nc1ccc(Cl)c(Cl)c1 (stereo unspecified)
-0.2	3	4	-7	0	-5	0	-4	0	-16	N#CC1(c2ccccc2)CCCN1C(=O)c1ccccc1Br (stereo unspecified)
0.1	-1	4	-3	2	-3	-2	-9	-2	-5	CC(=O)N1CCOCCOCCN(C(C)=O)CCOCC1
0.6	-2	1	5	2	-4	4	5	2	-5	CC(=O)c1c(C)n(C)c2ccc(OC(=O)c3ccc([N+](=O)[O-])cc3)cc12
0.0	-10	3	2	1	-6	1	-5	-1	2	CC1(C(=O)NS(=O)(=O)c2ccccc2C(F)(F)F)CCN1C(=O)C1CCCCC1 (stereo unspecified)
-0.3	5	3	-10	0	-31	5	-93	0	22	Cc1cc(=O)oc2cc(OCC(=O)NCCN3CCOCC3)ccc12
0.3	-1	-5	5	-1	-2	3	-5	0	-16	COc1cc(OC)c(OC)cc1CNC(=O)c1cc(=O)[nH]c2ccccc12
-0.2	5	-3	0	-5	0	6	-6	3	12	Cc1nn(CC(=O)NCCN2CCOCC2)c(=O)c2cc3sccc3n12
-0.4	15	-4	15	2	-4	2	-4	0	-1	CC(C)(C)C(=O)O/N=C(\N)c1c(Cl)cccc1Cl
0.0	-6	11	10	3	-3	9	-2	-1	-13	Cc1cc(NC(=O)CN2C(=O)NC(C)(CCc3ccccc3)C2=O)no1 (stereo unspecified)
-0.2	-4	2	-8	2	-2	-4	-3	0	5	CC(Sc1ccccc1)C(=O)NN=C1CCN(C)CC1 (stereo unspecified)
-0.2	1	-2	3	5	-2	-4	-3	6	1	COc1ccc(C(Sc2ccccc2)c2ccccc2)cc1OC (stereo unspecified)
0.3	6	2	13	-1	0	-10	4	1	7	COc1ccc(N(CC(=O)NCC2CCCO2)C(=O)CCC(=O)Nc2nccs2)c(OC)c1 (stereo unspecified)
-0.3	-1	0	1	0	-6	2	0	0	5	CC(=O)Nc1nc2ccc(C(=O)NC3CCCCC3)cc2s1
0.0	-9	1	3	-7	-10	-7	-18	2	-9	CSc1nc2ccccc2cc1/C=C(\C#N)c1cccc(C)c1
-0.2	·	0	7	-6	-1	5	-2	-1	·	C[C@@H]1/C=C/CC(=O)N[C@H](c2ccc3ccccc3c2)[C@H](C)/C=C/CC(=O)N[C@@H]1c1ccc2ccccc2c1
1.7	-11	-8	4	-60	-25	-4	-75	-2	-5	CCCCc1c(C)nc2c(OC)cccc2c1SCCC(=O)O
-0.1	4	-3	0	-1	-9	-10	-2	-1	-3	FC(F)(F)c1ccc(N2CCOCC2)c(NC2=NCCCCC2)c1
0.1	-9	7	1	-1	-2	-3	0	-1	-17	Cn1c(=O)c2c(nc(C3CC4C5CCC(C5)C4C3)n2C)n(C)c1=O (stereo unspecified)

Arranged by the number under DDE Tn7 FP inh (high to low): 3 from the list above
molecule	proKLK7 act	ARFGAP1 inh	DDE Tn7 FP inh	TDP2 absorb	PLCg1 inh	ADAM17 inh	Tn6 DDE FP	ADAM10 inh	LEDGF integ inh	ASAP1 inh
Cn1c(=O)c2c(nc(C3CC4C5CCC(C5)C4C3)n2C)n(C)c1=O (stereo unspecified)	0.1	-9	7	1	-1	-2	-3	0	-1	-17
Fc1cccc(Cn2ccc(-c3ccc4c(c3)OCO4)n2)c1	0.9	8	3	7	7	-1	-2	1	-1	7
C[C@@H]1/C=C/CC(=O)N[C@H](c2ccc3ccccc3c2)[C@H](C)/C=C/CC(=O)N[C@@H]1c1ccc2ccccc2c1	-0.2	·	0	7	-6	-1	5	-2	-1	·

Other entries.
proKLK7 act	ARFGAP1 inh	DDE Tn7 FP inh	TDP2 absorb	PLCg1 inh	ADAM17 inh	Tn6 DDE FP	ADAM10 inh	LEDGF integ inh	ASAP1 inh	structure
-0.3	9	-6	-6	-7	-6	3	-31	2	-1	O=C(NCC(=O)N1CCN(c2ccccn2)CC1)c1ccc(Br)o1
0.7	5	1	13	0	0	-2	2	2	0	CC12CCC(C(=O)N(CC(O)CN3CCN(Cc4ccccc4)CC3)C1=O)C2(C)C (stereo unspecified)
-0.2	-1	-1	12	2	0	4	6	0	7	CSCCC(NC(=O)c1ccco1)C(=O)OCC(=O)N(Cc1ccccc1)C(C)(C)C (stereo unspecified)
-0.2	-10	6	2	1	-3	-3	3	1	5	CNC(=O)c1nc(C)n(-c2ccc(Cl)cc2Cl)n1
0.1	2	-1	2	0	-5	8	-7	1	11	N=c1n(CCN2CCCC2)c2ccccc2n1CC(O)c1ccco1 (stereo unspecified)
-0.3	-3	4	11	0	-2	-4	2	0	12	Cc1ccc(Nc2nc(C(=O)N3CCC(C(=O)NC(C)C)CC3)cs2)cc1
0.2	-6	7	-3	-7	-3	4	-5	-1	-4	Cc1sc2c(c1C)c(=O)n(-c1ccc(Cl)cc1)c(=O)n2Cc1cc(=O)n2ccccc2n1
0.3	0	-7	-8	0	-6	-2	1	4	-16	CC1CCN(S(=O)(=O)c2ccc(NC(=O)CCNC(=O)c3ccc(Cl)cc3)cc2)CC1
0.2	1	0	4	4	-2	-3	-5	4	0	CCOc1ccccc1NS(=O)(=O)c1cc2c3c(c1)CC(=O)N3CCC2
0.3	-3	0	-10	-9	-6	-4	-19	6	9	O=C(Oc1ccccc1F)c1ccc2c(=O)n3c(nc2c1)CCC3
53*	7	1	1	i	-164	-3	i	3	-1	Cc1ccc(C2=CC(c3ccccc3)n3ncnc3N2)cc1 (stereo unspecified)
0.1	5	-5	5	-1	-5	-1	-6	1	-2	COc1ccc(CCNC(=O)CSc2nnc(CNC(=O)c3ccco3)o2)cc1OC

Only ARFGAP1 inh, ASAP1 inh and TDP2 absorb (4 entries from above):
SMILES	ARFGAP1 inh	ASAP1 inh	TDP2 absorb
Cc1ccc(Nc2nc(C(=O)N3CCC(C(=O)NC(C)C)CC3)cs2)cc1	-3	12	11
Cc1sc2c(c1C)c(=O)n(-c1ccc(Cl)cc1)c(=O)n2Cc1cc(=O)n2ccccc2n1	-6	-4	-3
CC1CCN(S(=O)(=O)c2ccc(NC(=O)CCNC(=O)c3ccc(Cl)cc3)cc2)CC1	0	-16	-8
CCOc1ccccc1NS(=O)(=O)c1cc2c3c(c1)CC(=O)N3CCC2	1	0	4
